Giardia kill = Giardia lamblia killing. Giardia lamblia trophozoite viability. activity change, % at 7.66 µM, hits read low. 340,000 tested, 0.15% active. AID 540267; in the data active = activity change below about -80%; inconclusive = between about -30% and that limit;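 note: parasites exposed to compound for two days anaerobically before the ATP read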
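Anaerobic 48 hrs incubation at 37 deg C of 100 trophozoites/well with test compounds; ATPLite 1-Step luminescence, 15-30 min RT, reports cellular ATP as viability.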
PKM2 act = PKM2 (human) enzyme activation; purified PKM2, Kinase-Glo ATP luminescence, activation; response scale: 0% is enzyme alone, no compound; P14618; 260,000 tested, 0.34% active; Potency, µM (doses to about 57.5 µM), for the others: at the highest dose activation, usual class: activators; note: potency is the fitted concentration of half-maximal effect; nearly all actives have a fitted effect of over 55% in size
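ATP formation by purified human PK-M2, quantified via coupled luciferase luminescence after 1 h at room temperature with 0.1 mM ADP and 0.5 mM PEP final.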
Eya2 phos inh = Eya2 (human) phosphatase inhibition; 330,000 tested, 0.006% active; Potency, µM (doses to about 76.9 µM), for the others: at the top dose activity, negative = inhibition, most hits filed as inhibitors; recombinant Eya2, OMFP fluorescence dephosphorylation (OMFP is methylfluorescein phosphate); O00167; note: potency is the fitted concentration of half-maximal effect
Target sequence (O00167 whole entry, looked up): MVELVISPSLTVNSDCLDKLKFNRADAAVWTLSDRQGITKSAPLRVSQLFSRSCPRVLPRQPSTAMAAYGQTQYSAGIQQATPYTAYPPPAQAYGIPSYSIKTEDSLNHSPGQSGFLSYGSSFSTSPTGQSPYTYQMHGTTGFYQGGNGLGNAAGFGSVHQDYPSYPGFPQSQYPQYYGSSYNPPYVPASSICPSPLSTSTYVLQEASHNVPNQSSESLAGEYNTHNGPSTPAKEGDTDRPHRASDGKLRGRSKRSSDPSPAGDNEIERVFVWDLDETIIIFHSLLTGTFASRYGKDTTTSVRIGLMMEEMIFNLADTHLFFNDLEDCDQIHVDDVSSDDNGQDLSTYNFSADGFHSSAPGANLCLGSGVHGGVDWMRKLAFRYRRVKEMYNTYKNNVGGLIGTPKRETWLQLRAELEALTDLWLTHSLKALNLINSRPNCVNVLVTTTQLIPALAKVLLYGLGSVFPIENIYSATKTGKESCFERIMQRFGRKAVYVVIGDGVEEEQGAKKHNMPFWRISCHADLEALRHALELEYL
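Eya2 (0.2 uM) preincubated 10 min at ambient with compound, then OMFP substrate added at 50 uM; 10 min reaction in 50 mM HEPES pH 7.5, 50 mM NaCl, 5 uM MgCl2, 0.05% BSA, 1 mM DTT. Fluorescence read at Ex 485/Em 525 nm.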
USP2a inh = blocks human ubiquitin-specific protease USP2a; AID 463254; 330,000 tested, 0.01% active; Potency, µM (titrated, usually from 38.3 µM), inactives show at the top dose activity change, negative = inhibition, usual class: inhibitors; USP2 core, Ub-CHOP2 coupled fluorogenic reporter, 485/531; O75604;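 note: potency is the fitted concentration of half-maximal effect; plate controls were DMSO wells for no effect and full inhibition by NEM control for full effect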
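USP2 core (10nM final) preincubated 30min RT with compound in 20mM Tris-HCl pH 8.0, 2mM CaCl2, 2mM beta-mercaptoethanol, 0.05% CHAPS; 25nM Ub-CHOP2 plus 25nM reporter substrate added, fluorescence (Ex485/Em531) read after 60min.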
FBPA coupling cs = counter-screen for Giardia aldolase inhibitors: coupling enzyme system; coupling enzyme system counterscreen, AmpLite Red fluorescence; activity change, negative = inhibition, % at 58.2 µM, hits read low; 290,000 tested, 0.67% active; AID 2472; in the data active = activity change below about -30%
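Coupling enzymes only (glyceraldehyde-3-phosphate) + compound, at 57.5 uM final, 10 min RT; add substrate/coupling/AmpLite Red mix, 20 min RT; fluorescence ex 525/em 598 nm. Actives flag coupling-system interference.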
KCNH2 WT inh = blocks the wildtype human KCNH2 potassium channel | Q12809 | U2OS, BacMam KCNH2, thallium flux FluxOr; active compounds read low | activity change, % at 1.84 µM | 340,000 tested, 0.37% active | AID 720551;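 active = maximum activity change below -70%; inconclusive = maximum activity change between -70% and -50%; inactive = maximum activity change above -50%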
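U2OS cells transduced with wild-type KCNH2 virus are loaded with FluxOr dye for 45 min, and thallium flux is measured in kinetic reads before and after stimulation buffer. Rate constants are normalized to DMSO controls.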
GALK inh = galactokinase (human) inhibition; P51570; Purified GALK, Kinase-Glo residual ATP luminescence; Potency, µM (titrated, usually from 57.5 µM), without a hit: top-dose activity change, negative = inhibition, most hits filed as inhibitors; 270,000 tested, 0.007% active; AID 1868; note: potency is the fitted concentration of half-maximal effect
Target sequence (P51570 whole entry, looked up): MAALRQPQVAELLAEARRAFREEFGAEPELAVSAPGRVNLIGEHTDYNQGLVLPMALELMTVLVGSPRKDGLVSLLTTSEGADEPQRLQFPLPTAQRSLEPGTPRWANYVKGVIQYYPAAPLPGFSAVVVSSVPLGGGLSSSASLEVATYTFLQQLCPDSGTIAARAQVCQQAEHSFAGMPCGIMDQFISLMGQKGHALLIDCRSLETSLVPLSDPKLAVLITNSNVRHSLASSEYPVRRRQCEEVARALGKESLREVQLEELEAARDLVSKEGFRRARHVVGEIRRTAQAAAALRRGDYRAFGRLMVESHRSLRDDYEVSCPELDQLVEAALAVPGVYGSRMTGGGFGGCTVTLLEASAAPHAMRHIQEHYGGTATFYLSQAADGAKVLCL
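Kinase-Glo Plus luminescence measured ATP left after a 1 h room-temperature reaction. The reaction used 5 nM GALK, 100 uM galactose and 35 uM ATP at pH 8.0 (20 mM HEPES, 5 mM MgCl2, 60 mM NaCl, 1 mM DTT, 0.01% BSA).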
KCNH2 3.1 block = KCNH2 3.1 (human) potassium channel inhibition | U2OS KCNH2 3.1, thallium flux FluxOr; active compounds read low | activity change, % (tested at about 1.8 µM) | 340,000 tested, 0.95% active | AID 720553;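 active = maximum activity change below -70%; inconclusive = maximum activity change from -70% to -50%; inactive = maximum activity change above -50%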;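 note: thallium influx rate constant from kinetic fluorescence after stimulation buffer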
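FluxOr-based Tl+ influx in U2OS cells transduced with KCNH2 3.1 virus; rate constants normalized to DMSO controls.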
Chronic BCR inh = chronic active BCR signaling inhibition | ABC-DLBCL IkBa-CBG/CBR reporter, luminescence ratio, 4 h | Potency, µM (titrated, usually from 46.1 µM), without a hit: at the highest dose ratio change, negative = lower green/red ratio, actives largely listed as inhibitors | 340,000 tested, 0.05% active; active = well fitted inhibition curve with a large enough effect in the signal ratio, with a control signal flat, not every such curve was filed as active; inconclusive = small, poorly fitted or top-dose-only effect, or effect the other way, or a change in a side signal; the % refers to the signal ratio;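 note: potency is the fitted concentration of half-maximal effect; plate controls were basal doxycycline-induced cells for no effect and cells given 10 µM MG132 for full effect; MG132 reads +100%, hits lower the ratio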
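Concentration-response series (up to 46 uM) were applied to TMD8 dual-reporter cells for 4 h at 37C with doxycycline. Green/red ratio, after filter-overlap correction, defined %Activity; red signal alone was normalised to basal cells and zero luminescence.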
uPA generation = inhibitors of cell surface uPA generation | cell surface uPA generation assay, qHTS | Potency, µM (highest dose often 38.3 µM), without a hit: at the top dose activity change, negative = inhibition, most hits filed as inhibitors | 330,000 tested, 0.31% active; active = well fitted inhibition curve with a large enough effect; inconclusive = small, poorly fitted or top-dose-only effect; inactive = no such curve, though single readings can be large or run the other way; tested in mouse RAW 264.7 cells; note: potency is the fitted concentration of half-maximal effect; nearly all actives have a fitted effect of over 55% in size
B2AR arrestin = recruits beta-arrestin to the human beta2-adrenergic receptor; 330,000 tested, 0.02% active; Potency, µM (top dose mostly 46.1 µM), for inactives: at the top dose activation, most hits filed as activators; P07550; beta-arrestin recruitment to beta2AR, cell-based reporter;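 note: potency is the fitted concentration of half-maximal effect; 0% = DMSO controls and full agonism = EC100 isoproterenol or metaproterenol; nearly all actives have a fitted effect of over 65% in size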
Numbers without * were called inactive; i = inactive; ? = inconclusive; . = no result given; & = joins results of further samples. Unless noted, calls come from the whole dose curve; as a rule, active = well fitted curve in the direction sought with a large enough effect; inconclusive = small, poorly fitted or top-dose-only effect, or another doubt; inactive = no such curve, though single readings can be large; an effect the other way counts as inactive or inconclusive. Unless noted, % is set by controls: 0 for no effect and ±100 for the full control effect. No enrichment for hits; any-hit rate near 2.4%.

SMILES	Giardia kill	PKM2 act	Eya2 phos inh	USP2a inh	FBPA coupling cs	KCNH2 WT inh	GALK inh	KCNH2 3.1 block	Chronic BCR inh	uPA generation	B2AR arrestin
CCc1ccccc1NC(=O)CCN1C(=O)c2ccccc2C1=O	1	-8%	4%	2%	4	-14	1%	-18	-13%	3%	0.3%
COc1cccc(-n2c(-c3ccc4[nH]c(C)c(C)c4c3)n[nH]c2=S)c1	5	-3%	-17%	-3%	4	4	-1%	-8	?	1%	0.5%
CCN(CC)CCCNc1nc(N)c([N+](=O)[O-])c(NCCO)n1	16	-2%	13%	1%	-1	-28	1%	-14	?	13%	-0.8%
N/C(=N\OC(=O)CCCOc1ccccc1)c1ccccn1	7	4%	5%	1%	-2	i	0%	1	-1%	2%	0.1%
O=C(O)C1C2C=CC(C2)C1C(=O)OCc1ccccc1 (configuration not stated)	-15	-3%	-2%	2%	3	15	1%	-14	6%	4%	-0.9%
CC(=O)c1sc(N)nc1C	11	.	14%	4%	.	7&0	.	5&4	0%	-3%	0.0%
Cc1ccc(Cc2c(C)nc3nc(SCC(=O)NCCCN4CCCCCC4)nn3c2C)cc1	25	.	-5%	-9%	1	6	-1%	2	1%	-2%	0.8%
Cc1cccc(NC(=O)CCNS(=O)(=O)c2ccc3[nH]c(=O)oc3c2)c1	-20	.	4%	4%	.	11	-10%	0	1%	0%	0.2%
CCCc1cc(C(=O)Nc2ccc(C)cc2)no1	-1	-2%	7%	4%	4	-9	2%	-2	?	-8%	0.5%
O=C(CCSCCC(=O)Nc1c(F)c(F)c(F)c(F)c1F)Nc1c(F)c(F)c(F)c(F)c1F	3	4%	6%	1%	-2	0	0%	-8	0%	6%	0.3%
Cc1oc(-c2ccccc2Cl)nc1CS(=O)CC(=O)N1CCN(c2ccccc2)CC1 (configuration not stated)	17	.	-1%	3%	.	-1	-2%	-9	-1%	?	-1.1%
CCn1c(SCc2ccc(F)cc2)nc2c(c1=O)SCC2	3	-4%	4%	-9%	5	8	0%	2	?	5%	-0.5%
COc1ccc(N(C)C(=O)Nc2ccc3nsnc3c2)cc1	-2	-21%	10%	2%	-15	8	-2%	.	-1%	-10%	0.1%
O=C(NCCCCCCCCCNC(=O)C(F)(F)F)C(F)(F)F	-8	-5%	10%	0%	0	-11	7%	1	-9%	14%	0.4%
O=C(Nc1ccc(OC(=O)c2cccnc2)cc1)c1cccnc1	-6	-5%	-14%	1%	0	20	6%	13	8%	-4%	0.0%
COc1ccc(C(=O)OCC(=O)N2CCC(C)CC2)cc1S(=O)(=O)N1CCOCC1	-8	.	-1%	-1%	.	10	.	5	1%	-4%	-0.4%
O=C(Nc1ccc(C(=O)Oc2ccccc2)c(O)c1)c1ccccc1	-13	2%	6%	1%	0	-27	6%	.	?	0%	0.2%
CC(C)S(=O)(=O)C1=NSC2=NC(=O)/C(=C\c3ccc(-c4ccccc4)o3)C(=N)N21	-13	0%	30%	1%	15	-4	-24%	0	?	5%	3.0%
COc1ccccc1/C=C1/C(=O)N(c2cc(C)cc(C)c2)C(c2cccc([N+](=O)[O-])c2)S1(=O)=O (configuration not stated)	1	2%	6%	2%	0	8	1%	3	0%	8%	0.1%
COc1ccccc1-n1cccc1C=O	-12	-5%	-21%	1%	3	.	7%	-13	-3%	-28%	0.0%
O=C(CCNC(=O)C1CCN(S(=O)(=O)c2ccccc2)CC1)NCCc1cccc(F)c1	29	.	3%	4%	.	29	-4%	7	-6%	15%	-1.1%
COc1ccccc1Nc1nc(NCCO)nc(N)c1[N+](=O)[O-]	-17	14%	-3%	-1%	-3	-8	.	1	?	4%	-0.6%
Cc1ccc(NC(=O)CCCC(=O)OC(C)C(=O)c2ccccc2)cc1 (configuration not stated)	2	.	-4%	-2%	2	5	-1%	-15	-2%	0%	-0.7%
CCn1nc(C(=O)NNC(=O)c2ccccc2OCc2c(C)noc2C)c2ccccc2c1=O	18	.	23%	5%	.	4	.	-14	0%	-1%	3.7%
CC1Cc2ccccc2N1CC(=O)NC(=O)NC1CCCC1 (configuration not stated)	-25	2%	-3%	0%	-1	-17	-2%	5	-1%	8%	-0.2%
COc1ccc(CC(=O)NCCC2=CCCCC2)cc1	-6	3%	5%	-1%	2	3	2%	0	?	1%	-0.1%
Cc1cc(C)c2c(=O)[nH]c(SCC(=O)NCCc3ccccc3)nc2n1	-4	7%	2%	-1%	0	14	-1%	-6	-1%	-3%	0.3%
COc1ccc(C2=NS(=O)(=O)N(C)C(C(=O)N3CCN(C)CC3)=C2)cc1	-8	-3%	0%	1%	-3	4	.	-11	-26%	10%	-0.4%
COc1ccc(CCN(C)C(=O)N2CCOCC2)cc1OC	8	6%	1%	4%	-5	5	5%	-2	0%	2%	-0.4%
Cc1ccsc1-c1nc(CN2C[C@@H](C)O[C@@H](C)C2)c(C)o1	-19	1%	1%	3%	2	2	-2%	-6	?	-2%	-0.7%
Cc1c(Nc2c3ccccc3nc3ccccc23)c(=O)n(-c2ccccc2)n1C	-8	-1%	-13%	8%	2	2	-2%	11	1%	-1%	0.4%
COc1ccccc1N1CC(C(=O)Nc2nc(C)cs2)CC1=O (configuration not stated)	10	.	16%	1%	.	-6	.	7	0%	4%	-0.4%
CCCC(=O)NC(=S)Nc1cccc(NC(=O)c2ccccc2)c1	-16	-16%	3%	4%	1	-5	-1%	-26	?	1%	-0.3%
Cn1c(N)c(C(=O)Nc2c(Cl)cccc2Cl)sc1=S	23	3%	1%	2%	0	-1	-3%	30	1%	-1%	-0.3%
CC1(C)CC(=O)C(/C=N/c2ccccn2)=C(O)C1	7	5%	18%	-5%	10	-9	-1%	12	-1%	-2%	0.0%
CCOC(=O)C1=NN(c2ccc(C)cc2)CC1C(=O)OC (configuration not stated)	-14	-14%	1%	1%	0	-6	.	2	0%	1%	-1.4%
Cc1ccc(Cl)cc1NC(=O)COC(=O)Cn1cnc2c1c(=O)n(C)c(=O)n2C	3	-1%	-7%	-1%	1	14	11%	1	9%	-7%	0.2%
O=C(CNC(=O)c1ccc(Cl)cc1)OCC(=O)N1CCCC1	-4	1%	-6%	4%	0	-2	11%	-8	4%	.	0.0%
O=C(CSc1nnnn1C1CCCCC1)NNC(=O)c1ccco1	8	0%	10%	-1%	3	-9	-1%	-12	2%	17%	-0.4%
CC1Cc2cc(S(=O)(=O)NCc3ccccc3)ccc2N1C(=O)C1CCC1 (configuration not stated)	-11	.	-21%	3%	3	0	2%	18	15%	4%	-0.4%
O=C1c2ccccc2NC(c2ccc(-c3cccc(Cl)c3)o2)N1O (configuration not stated)	-12	10%	20%	-4%	-6	-19	-3%	-12	?	?	-0.1%
CCn1nnc(-c2ccccc2NC(=O)C(F)(F)F)n1	-6	-2%	8%	1%	2	5	6%	-8	3%	1%	0.1%
COc1ccc(C(C)=O)cc1COC(=O)c1ccc(S(=O)(=O)N2CCOCC2)cc1	-8	1%	-10%	2%	-2	10	-3%	7	-6%	-2%	0.0%
O=Cc1c(Sc2ccccc2)nc2ccccn2c1=O	2	1%	21%	7%	2	5	2%	2	?	-14%	-0.1%
CCOC(=O)Nc1ccc([N+](=O)[O-])cc1C	15	-24%	-15%	1%	-3	-12	4%	.	?	-3%	-2.0%
c1cc2c(cn1)cnc1cscc12	-3	-7%	-6%	3%	-1	3	.	-23	-2%	-4%	-1.0%
CC1=C(C)CC2C(C1)C(=O)c1ccc(Br)cc1S2(=O)=O (configuration not stated)	5	.	4%	0%	.	.	.	.	5%	-14%	0.0%
Cc1ccc(OCC(=O)N2CCN(C(=O)c3ccncc3)CC2)cc1	3	2%	2%	-7%	-2	-1	4%	5	-4%	?	-0.3%
Cc1[nH]n(-c2ncc(-c3ccccc3)s2)c(=O)c1C(c1ccc(Br)cc1)C(C#N)C#N (configuration not stated)	20	7%	-19%	-2%	7	47	0%	13	6%	-4%	-0.5%
COc1ccc2[nH]c3nc(SCC(=O)NC4CC4)nnc3c2c1	20	1%	3%	-1%	2	-5	-2%	-34	5%	-3%	0.1%
O=C(CCNS(=O)(=O)c1cccc2nsnc12)NC1CCN(Cc2ccccc2)CC1	-19	-7%	14%	1%	0	7	1%	4	0%	4%	-0.2%

Fetched by structure from above:
SMILES	Giardia kill	PKM2 act	Eya2 phos inh	USP2a inh	FBPA coupling cs	KCNH2 WT inh	GALK inh	KCNH2 3.1 block	Chronic BCR inh	uPA generation	B2AR arrestin
COc1ccc(C(C)=O)cc1COC(=O)c1ccc(S(=O)(=O)N2CCOCC2)cc1	-8	1%	-10%	2%	-2	10	-3%	7	-6%	-2%	0.0%
O=C1c2ccccc2NC(c2ccc(-c3cccc(Cl)c3)o2)N1O (configuration not stated)	-12	10%	20%	-4%	-6	-19	-3%	-12	?	?	-0.1%

Screens (PubChem BioAssay)
